MBNL1-CUG inh – MBNL1-poly(CUG) RNA binding inhibition | TR-FRET MBNL1-His/biotin-(CUG)12 binding, 665/545 ratio | Potency, µM (highest dose often 57.5 µM), for inactives: at the top dose activity change, negative = inhibition, usual class: inhibitors | 280,000 tested, 0.036% active | Q9NR56; active means well fitted inhibition curve with a large enough effect in the signal ratio, with a control signal flat, not every such curve was filed as active; inconclusive means small, poorly fitted or top-dose-only effect, or effect the other way, or a change in a side signal; inactive means no such curve, though single readings can be large or run the other way; the % refers to the signal ratio; further: potency means the concentration at half of the fitted maximal effect; on the % scale 0 is the no-effect control and ±100 the full control effect
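His-tagged MBNL1 binding to biotinylated (CUG)12 RNA was measured by TR-FRET using terbium anti-His antibody (0.055 ng/ul final) and streptavidin-XL665 (5 nM final). Compounds were titrated 92 nM to 58 uM; 60 min at room temperature.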
KCNH2 WT inh – inhibitors of human wildtype KCNH2 potassium channel | U2OS, BacMam KCNH2, thallium flux FluxOr; stronger effect = lower value | activity change, % at 1.84 µM | 340,000 tested, 0.37% active;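 active means maximum activity change below -70%; inconclusive means maximum activity change between -70% and -50%; inactive means maximum activity change above -50%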; further: on the % scale 0 is the no-effect control and ±100 the full control effect
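U2OS cells were transduced with wild-type KCNH2 virus (2.03 x 10^8 / mL) for 4 h at room temperature, then cultured overnight at 37 C. Thallium flux was read with FluxOr dye. Rate constants were normalized to DMSO controls.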
Mito fusion act – mitochondrial division inhibition or fusion activation. S. cerevisiae fusion-defective mutant growth rescue, CellTiterGlo 48 h. Potency, µM (titrated, usually from 46.1 µM), without a hit: top-dose growth rescue (activation), most hits filed as activators. AID 485298. 320,000 tested, 0.23% active;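 further: potency means the concentration at half of the fitted maximal effect; % of control where 0% means no effect; nearly all actives have a fitted effect of over 45% in size; temperature-sensitive fusion mutants such as fzo1-1 at 37 °C on non-fermentable ethanol glycerol medium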
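S. cerevisiae fusion-defective temperature-sensitive mutants (e.g. fzo1-1, mgm1-5) grown 48 h at 37C in YPEG (ethanol/glycerol non-fermentable) medium with 23 nl compound per well; growth rescue read as CellTiterGlo luminescence.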
USP2a inh – inhibitors of human ubiquitin-specific protease USP2a. O75604. USP2 core, Ub-CHOP2 coupled fluorogenic reporter, 485/531. Potency, µM (doses to about 38.3 µM), inactives show at the top dose activity change, negative = inhibition, hits mostly inhibitors. 330,000 tested, 0.01% active. AID 463254;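 further: potency means the concentration at half of the fitted maximal effect; plate controls were DMSO wells for no effect and full inhibition by NEM control for full effect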
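Deubiquitinase activity read as fluorescence (485/531 nm) after Ub-CHOP2 cleavage activates the enterokinase reporter on its substrate; USP2 core 10nM, Ub-CHOP2 and substrate 25nM each, 30min compound preincubation then 60min RT; data normalized to NEM, curves fitted.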
Chronic BCR inh – chronic active BCR signaling inhibition | Potency, µM (titrated, usually from 46.1 µM), for the others: top-dose ratio change, negative = lower green/red ratio, most hits filed as inhibitors | 340,000 tested, 0.05% active | ABC-DLBCL IkBa-CBG/CBR reporter, luminescence ratio, 4 h; active means well fitted inhibition curve with a large enough effect in the signal ratio, with a control signal flat, not every such curve was filed as active; inconclusive means small, poorly fitted or top-dose-only effect, or effect the other way, or a change in a side signal; the % refers to the signal ratio;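 further: potency means the concentration at half of the fitted maximal effect; plate controls were basal doxycycline-induced cells for no effect and cells given 10 µM MG132 for full effect; MG132 reads +100%, hits lower the ratio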
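Compounds up to 46 uM were incubated four hours with TMD8 cells whose green CBG68 luciferase is fused to IkappaBalpha; red CBR luminescence normalised the signal, and concentration-effect curves were fitted to fusion, red and ratio data.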
S-ASM inh – blocks human secretory acid sphingomyelinase | 340,000 tested, 0.006% active | Potency, µM (series often up to 57.5 µM), inactives show at the top dose activity change, negative = inhibition, actives largely listed as inhibitors | placental ASM, HMU-PC fluorogenic substrate, 60 min | P17405; further: potency means the concentration at half of the fitted maximal effect
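Human placenta-derived ASM preincubated with compound 10 min at room temperature, then reacted with 9 uM (final) fluorogenic HMU-PC substrate for 60 min at 37 C. Stop solution raises pH to 10; fluorescence read at Ex 386/Em 447 nm.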
Menin MLL FP TR – displaces Texas Red mutant MLL peptide from human menin; O00255; Menin + Texas Red MLL mutant peptide, fluorescence polarization; Potency, µM (series often up to 61.6 µM), without a hit: at the top dose FP activity change, negative = inhibition, actives largely listed as inhibitors; 270,000 tested, 0.23% active; AID 1768; active means well fitted inhibition curve with a large enough effect in the polarisation, with a control signal flat, not every such curve was filed as active; inconclusive means small, poorly fitted or top-dose-only effect, or effect the other way, or a change in a side signal; inactive means no such curve, though single readings can be large or run the other way; the % refers to the polarisation; further: potency means the concentration at half of the fitted maximal effect; % of control where 0% means no effect; many of its hits are not listed in these tables
PKM2 act – PKM2 (human) enzyme activation; Potency, µM (top dose mostly 57.5 µM), for the others: top-dose activation, usual class: activators; purified PKM2, Kinase-Glo ATP luminescence, activation; response scale: 0% is enzyme alone, no compound; AID 1631; 260,000 tested, 0.34% active; further: potency means the concentration at half of the fitted maximal effect; on the % scale 0 is the no-effect control and ±100 the full control effect; nearly all actives have a fitted effect of over 55% in size
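hPK-M2, >95% pure; 0.1 mM ADP / 0.5 mM PEP final; imidazole pH7.2 buffer w/ 7 mM MgCl2, 50 mM KCl; 1 h RT; Kinase-Glo lum. Intermediate enzyme activity for dual inhibitor/activator qHTS.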
Eya2 inh – Eya2 (human) phosphatase inhibition. O00167. recombinant Eya2, OMFP fluorescence dephosphorylation (OMFP is methylfluorescein phosphate). Potency, µM (doses to about 76.9 µM), for the others: at the highest dose activity, negative = inhibition, hits mostly inhibitors. 330,000 tested, 0.006% active; further: potency means the concentration at half of the fitted maximal effect; on the % scale 0 is the no-effect control and ±100 the full control effect
Target sequence (O00167 whole entry, looked up): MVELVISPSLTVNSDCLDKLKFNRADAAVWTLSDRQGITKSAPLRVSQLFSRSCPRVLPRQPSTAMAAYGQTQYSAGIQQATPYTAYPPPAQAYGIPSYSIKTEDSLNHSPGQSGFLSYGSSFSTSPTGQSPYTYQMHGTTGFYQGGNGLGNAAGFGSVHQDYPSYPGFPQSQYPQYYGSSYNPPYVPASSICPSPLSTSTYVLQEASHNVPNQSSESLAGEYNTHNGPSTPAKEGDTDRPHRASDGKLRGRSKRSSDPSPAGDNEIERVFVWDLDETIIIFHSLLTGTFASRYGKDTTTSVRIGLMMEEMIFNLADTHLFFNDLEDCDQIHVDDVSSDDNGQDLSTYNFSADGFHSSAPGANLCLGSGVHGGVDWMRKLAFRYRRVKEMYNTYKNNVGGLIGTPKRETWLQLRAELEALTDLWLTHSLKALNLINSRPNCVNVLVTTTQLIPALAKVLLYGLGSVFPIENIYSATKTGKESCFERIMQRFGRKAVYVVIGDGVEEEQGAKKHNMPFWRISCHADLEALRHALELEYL
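Eya2 (0.2 uM) preincubated 10 min at ambient with compound, then OMFP substrate added at 50 uM; 10 min reaction in 50 mM HEPES pH 7.5, 50 mM NaCl, 5 uM MgCl2, 0.05% BSA, 1 mM DTT. Fluorescence read at Ex 485/Em 525 nm.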
GALK inh – galactokinase (human) inhibition. P51570. Purified GALK, Kinase-Glo residual ATP luminescence. Potency, µM (doses to about 57.5 µM), without a hit: top-dose activity change, negative = inhibition, hits mostly inhibitors. 270,000 tested, 0.007% active; further: potency means the concentration at half of the fitted maximal effect; on the % scale 0 is the no-effect control and ±100 the full control effect
Target sequence (P51570 whole entry, looked up): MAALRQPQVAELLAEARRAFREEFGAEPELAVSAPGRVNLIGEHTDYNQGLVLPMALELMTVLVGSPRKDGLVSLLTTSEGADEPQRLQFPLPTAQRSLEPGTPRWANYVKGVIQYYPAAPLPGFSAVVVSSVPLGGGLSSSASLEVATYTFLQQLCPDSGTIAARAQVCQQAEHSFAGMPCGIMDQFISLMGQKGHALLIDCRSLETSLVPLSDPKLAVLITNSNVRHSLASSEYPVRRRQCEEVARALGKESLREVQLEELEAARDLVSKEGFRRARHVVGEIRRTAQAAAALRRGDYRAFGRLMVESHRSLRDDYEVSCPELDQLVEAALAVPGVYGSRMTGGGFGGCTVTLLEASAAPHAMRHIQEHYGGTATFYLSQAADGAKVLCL
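Compounds were pin-transferred into ATP buffer (35 uM final), then GALK plus galactose (5 nM, 100 uM final) was added. After 1 h at room temperature, Kinase-Glo Plus was added and luminescence read after 10 min.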
TSHR antag – human thyrotropin receptor antagonism; AID 504810; TSHR-expressing cells, TSH-stimulated cAMP HTRF, 2 h; stronger effect = lower value; activity change, negative = inhibition, % at 11.5 µM; P16473; 330,000 tested, 0.2% active;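 active means activity change below a set negative limit, meaning inhibition stronger than a set level, cut at about -70% in these data; inconclusive means activity change between two set negative limits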; further: on the % scale 0 is the no-effect control and ±100 the full control effect
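Antagonism was scored as loss of TSH-driven cAMP in TSHR cells, stimulated with 4nM TSH (EC80) for 2 hours at 37 deg C and detected by homogeneous HTRF competition immunoassay.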
Starred values were filed as active, the others as inactive; ? = inconclusive; . = no result given; [ ] = another dose, or the depositor's remark. Unless noted, the call rests on the fitted dose curve; in most records, active means well fitted curve in the direction sought with a large enough effect; inconclusive means small, poorly fitted or top-dose-only effect, or another doubt; inactive means no such curve, though single readings can be large; an effect the other way counts as inactive or inconclusive. Only part of the results is shown (hit frequency here may not be typical).

SMILES | MBNL1-CUG inh | KCNH2 WT inh | Mito fusion act | USP2a inh | Chronic BCR inh | S-ASM inh | Menin MLL FP TR | PKM2 act | Eya2 inh | GALK inh | TSHR antag
COc1ccc(CC(=O)Nc2cccc(/C(C)=N/NC(=O)c3cccc([N+](=O)[O-])c3)c2)cc1 | ? | 1.3 | -2.3% | 0.3% | -0.1% | -6.4% | 13.4% | -7.0% | -8.3% | 2.0% | 7.2
CC(C)(C)NC(=O)NC(=O)COC(=O)Cc1c(Cl)cccc1Cl | 3.1% | -1.5 | 4.0% | 1.5% | -3.3% | -1.6% | -8.1% | -0.7% | -2.8% | -0.8% | -9.7
CC(=O)c1c(C)[nH]c(C(=O)CN2C(=O)NC(C)(c3ccc4c(c3)OCCO4)C2=O)c1C (stereo not drawn) | . | -7.0 | 1.2% | -2.0% | 5.5% | 1.9% | . | . | -25.5% | . | 8.0
Brc1ccc(-c2nnc3n2C2(CCCC2)Cc2ccccc2-3)o1 | -10.5% | -6.2 | ? | 3.0% | 2.2% | 1.4% | -29.0% | 8.3% | -24.5% | -5.9% | -17.9
CCOC(=O)C1CN(S(=O)(=O)c2ccc(C)cc2)c2cc(S(=O)(=O)CC)ccc2O1 (stereo not drawn) | -8.1% | 7.3 | 2.9% | 3.7% | 3.9% | -2.5% | 17.5% | -6.1% | -3.3% | -1.3% | -5.4
COc1ccc(NC(=O)NN2CCN(C)CC2)c(OC)c1 | -11.9% | -1.9 | 0.5% | 3.8% | -0.9% | -3.2% | . | 1.3% | 2.3% | -5.2% | 13.0
CN(C)S(=O)(=O)N1CCc2ccccc21 | 2.7% | -1.0 | 3.2% | 4.3% | -0.3% | 1.8% | 1.0% | 0.3% | 13.4% | 3.2% | 1.8
CCCC(=O)Nc1cc2c3c(c1)C(C)C(=O)N3CCC2 (stereo not drawn) | 2.0% | 4.4 | 5.0% | 1.9% | -0.9% | 1.6% | -14.6% | . | 11.7% | 5.0% | -0.7
O=C(CCNc1n[nH]c(=O)[nH]c1=O)N/N=C\c1ccc(Br)cc1 | 7.3% | 1.6 | 2.1% | -0.7% | ? | -1.9% | . | 0.5% | 1.0% | . | -9.4
Cc1nn(C)cc1N1C(=O)c2cccc3c(N)ccc(c23)C1=O | . | 0.2 | -0.9% | ? | -7.1% | -8.2% | . | -5.7% | ? | 1.6% | 4.6
CCOC(=O)C1CCN(Cc2cccc(OCc3ccccc3)c2)CC1 | -4.2% | -2.9 | -4.3% | -1.7% | 2.2% | 1.8% | -15.3% | 0.7% | -2.7% | -2.1% | -6.5
O=C(Nc1c2c(nn1-c1ccccc1)CS(=O)(=O)C2)c1cccs1 | -5.1% | 9.5 | 1.2% | -0.2% | 8.3% | 3.0% | . | -0.2% | -1.7% | 0.0% | -5.0
Cc1ccccc1-n1nc2c(c1NC(=O)COc1ccc(Cl)cc1)CS(=O)C2 (stereo not drawn) | 4.6% | 5.8 | 0.4% | 1.7% | -4.5% | 4.0% | 0.7%[11.7 µM] | -18.4% | 2.8% | 2.4% | 10.1
Cc1ccc(S(=O)(=O)N2CCCC2C(=O)NCc2ccc3c(c2)OCO3)cc1 (stereo not drawn) | -2.0% | 4.6 | -0.4% | -0.6% | 8.4% | 6.4% | -17.4% | -3.8% | -12.8% | 6.6% | 5.2
O=C(Cc1cccs1)NCc1ccccc1Br | -4.6% | 8.3 | 6.6% | 1.3% | -5.3% | -1.3% | 4.7% | . | 12.8% | . | 3.6
CC(=O)c1ccc(N2CCN(C(=S)Nc3cccc(Cl)c3)CC2)cc1 | . | 1.0 | -1.1% | -0.5% | ? | -5.0% | ? | 0.6% | -1.8% | -0.8% | -12.4
CCOC(=O)C1=C(COC(=O)/C=C/c2cccc([N+](=O)[O-])c2)NC(=O)NC1C (stereo not drawn) | . | -3.9 | -2.4% | -0.1% | 0.3% | 0.9% | . | . | 19.5% | . | 8.5
Cn1ncc(Cl)c1C(=O)N1CCN(C23CC4CC(CC(C4)C2)C3)CC1 | 1.4% | 4.8 | 2.2% | 0.5% | 1.4% | -3.6% | . | -13.6% | 5.6% | 6.3% | 5.2
COc1cccc(C2C3=C(CC(C)(C)CC3=O)OC(N)=C2[N+](=O)[O-])c1 (stereo not drawn) | 15.5% | 5.3 | 0.4% | -0.3% | 4.2% | 1.8% | -1.0% | -0.4% | 2.3% | -3.4% | 8.6
O=C(CN1CCC(C(=O)c2ccc3c(c2)OCCO3)CC1)Nc1ccccc1C(F)(F)F | 6.1% | 4.1 | 18.6% | -0.9% | ? | -1.3% | 14.6% | 2.9% | -7.3% | -2.7% | -4.1
Cc1cccc(NC(=O)Cn2cc(C(=O)C3CC3)c3ccccc32)c1C | 4.5% | 4.0 | 2.9% | 1.0% | 0.1% | -3.6% | 27.5% | . | 10.2% | -0.5% | 4.4
O=C(Nc1ccc(CN2CCOCC2)cc1)c1cc2ccccc2o1 | -7.3% | -0.3 | 2.4% | -0.4% | ? | -1.5% | -23.0% | -3.6% | 5.3% | 0.8% | -5.3
CCOc1ccc(NC(=O)CSc2nc(NS(=O)(=O)c3ccc(C)cc3)cc(=O)[nH]2)cc1 | -4.0% | 0.5 | -8.2% | 3.3% | 0.8% | -0.9% | ? | 1.1% | -18.8% | -3.4% | -19.8
CC(Sc1nnc(Cc2cccs2)n1C1CCCCC1)C(=O)N1CCc2ccccc21 (stereo not drawn) | 2.9% | 12.3 | 16.3% | 2.1% | 2.5% | -1.7% | . | -0.9% | 8.3% | -4.4% | 5.3
COc1ccc(Nc2oc(COc3ccc(Cl)cc3)nc2C#N)cc1 | 0.4% | 4.7 | ? | 3.9% | -19.9% | -13.0% | ? | 8.7% | -2.6% | 1.0% | -3.4
CC(=O)Oc1ccc2oc(=O)c3c(c2c1)CCCN3C(=O)CN1CCOCC1 | ? | . | 2.5% | 0.6% | -3.5% | -0.5% | -15.9% | -7.3% | 0.7% | -0.9% | -4.4
COc1ccc2oc(C(=O)N3CCc4ccccc43)c(C)c2c1 | -0.6% | -10.2 | -1.9% | 0.7% | ? | -7.1% | . | 12.7% | -2.3% | -2.7% | -2.7
CN(CCNC(=O)c1ccc(N2CCCC2=O)cc1)CCc1ccccc1 | -7.8% | 0.8 | 0.1% | -0.9% | -19.9% | -0.3% | 0.9% | -1.1% | -2.5% | -0.4% | 1.0
CC(C)(C)NC(=O)CN1CCN(C(=O)CCl)CC1 | ? | 2.2 | 8.4% | 1.7% | ? | 2.3% | 0.6% | 1.3% | -21.0% | 5.2% | 3.5
COc1cc(CNCCCN2CCOCC2)cc(Br)c1OCC(=O)N1CCCCC1 | ? | 5.6 | 0.4% | 0.2% | 18.2% | -1.5% | -25.0% | -10.9% | -4.1% | 5.0% | 12.5
O=C1CC(Sc2ncn[nH]2)C(=O)N1c1ccccc1 (stereo not drawn) | 0.1% | -3.7 | -8.1% | -1.5% | ? | 0.7% | . | 2.9% | 3.1% | -1.2% | 3.5
COc1ccc(OCc2nnc(SCC(=O)Nc3ccccc3Cl)o2)cc1 | 2.0% | -1.4 | 5.2% | 0.7% | ? | -3.0% | -4.0% | . | 16.9% | -1.7% | -1.2
COc1cc(C(=S)N2CCOCC2)cc(OC)c1OC(=O)c1cc([N+](=O)[O-])c(C)c([N+](=O)[O-])c1 | ? | 7.1 | 2.6% | 0.3% | 3.1% | -8.6% | 43.1%[activator] | 0.4% | -3.4% | -1.0% | 1.3

Screens as filed in PubChem.
